Screening data as filed in PubChem.
NSD2 inh = NSD2 (human) methyltransferase inhibition; O96028; NSD2-SET H3K36me1 DELFIA fluorescence, biochemical; inhibition, % at 12.5 µM; 44,000 compounds, 0.07% hits; in the data active = inhibition above about 54%, passing the limit was not always enough;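 note: inhibitors reduce the monomethyl H3K36 fluorescence signal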
Target sequence (O96028 whole entry, looked up): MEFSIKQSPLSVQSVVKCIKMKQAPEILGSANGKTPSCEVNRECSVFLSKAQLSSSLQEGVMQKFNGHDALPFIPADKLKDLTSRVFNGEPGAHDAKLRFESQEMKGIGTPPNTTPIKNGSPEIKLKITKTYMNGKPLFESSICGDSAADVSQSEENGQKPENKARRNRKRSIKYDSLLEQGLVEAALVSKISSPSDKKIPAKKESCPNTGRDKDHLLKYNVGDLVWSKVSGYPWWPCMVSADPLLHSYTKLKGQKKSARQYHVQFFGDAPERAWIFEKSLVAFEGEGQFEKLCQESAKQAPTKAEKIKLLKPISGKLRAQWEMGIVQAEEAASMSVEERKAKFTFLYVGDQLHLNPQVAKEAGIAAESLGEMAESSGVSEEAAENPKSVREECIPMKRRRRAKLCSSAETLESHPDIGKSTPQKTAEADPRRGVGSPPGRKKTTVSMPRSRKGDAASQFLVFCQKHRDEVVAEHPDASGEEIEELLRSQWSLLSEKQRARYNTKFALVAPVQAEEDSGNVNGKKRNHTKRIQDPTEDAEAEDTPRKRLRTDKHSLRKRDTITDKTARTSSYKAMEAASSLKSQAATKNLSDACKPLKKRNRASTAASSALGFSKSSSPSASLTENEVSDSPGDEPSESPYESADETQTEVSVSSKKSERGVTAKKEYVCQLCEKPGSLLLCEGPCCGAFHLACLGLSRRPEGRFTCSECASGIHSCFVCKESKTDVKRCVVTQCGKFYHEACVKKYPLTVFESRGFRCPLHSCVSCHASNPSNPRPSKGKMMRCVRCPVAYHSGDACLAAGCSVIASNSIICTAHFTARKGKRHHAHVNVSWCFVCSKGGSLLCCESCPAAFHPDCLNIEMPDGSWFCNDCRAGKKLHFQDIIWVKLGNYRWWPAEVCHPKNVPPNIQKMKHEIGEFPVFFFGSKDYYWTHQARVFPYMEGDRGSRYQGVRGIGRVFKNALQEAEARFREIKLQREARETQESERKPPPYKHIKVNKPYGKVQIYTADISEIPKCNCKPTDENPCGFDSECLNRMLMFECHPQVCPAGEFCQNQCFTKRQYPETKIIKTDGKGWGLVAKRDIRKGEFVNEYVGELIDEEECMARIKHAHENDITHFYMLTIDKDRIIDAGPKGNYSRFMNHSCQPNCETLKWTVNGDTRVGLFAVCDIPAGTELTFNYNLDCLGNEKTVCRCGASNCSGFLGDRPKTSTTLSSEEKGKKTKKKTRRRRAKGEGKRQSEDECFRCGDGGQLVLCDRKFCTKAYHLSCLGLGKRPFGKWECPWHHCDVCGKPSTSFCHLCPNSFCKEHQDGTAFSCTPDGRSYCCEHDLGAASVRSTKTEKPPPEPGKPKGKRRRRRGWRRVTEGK
Active calls of the source: *. A portion of the library; rates above refer to the full screens.

Structure | NSD2 inh
C[C@@H]1CN([C@H](C)CO)C(=O)c2cccc(NS(=O)(=O)c3ccccc3)c2O[C@H]1CN(C)S(=O)(=O)c1ccc(Cl)cc1 | -1
C[C@H]1CN([C@@H](C)CO)C(=O)Cc2cc(NC(=O)CCN3CCOCC3)ccc2O[C@H]1CN(C)S(=O)(=O)c1ccccc1 | -8
COc1ccc(NC(=O)N(C)C[C@H]2Oc3ccc(NC(=O)Cc4ccccc4)cc3C(=O)N([C@H](C)CO)C[C@H]2C)cc1 | 2
COc1ccc(CN(C)C[C@@H]2Oc3ccc(NC(=O)CCC(F)(F)F)cc3C(=O)N([C@H](C)CO)C[C@@H]2C)cc1 | 0
COc1ccc(S(=O)(=O)Nc2ccc3c(c2)C(=O)N([C@H](C)CO)C[C@H](C)[C@H](CN(C)C(=O)NC2CCCCC2)O3)cc1 | 0
CC(C)NC(=O)N(C)C[C@H]1OCCCC[C@@H](C)Oc2ccc(NS(C)(=O)=O)cc2C(=O)N([C@@H](C)CO)C[C@H]1C | 1
COc1ccc(CN(C)C[C@H]2Oc3ccc(NC(=O)Nc4ccccc4)cc3C(=O)N([C@H](C)CO)C[C@H]2C)cc1 | -8
CC(C)NC(=O)Nc1ccc2c(c1)CC(=O)N([C@H](C)CO)C[C@H](C)[C@@H](CN(C)Cc1ccc(C(=O)Nc3ccccc3N)cc1)O2 | -4
C[C@@H]1CN([C@@H](C)CO)C(=O)c2cc(NC(=O)Cn3cnnn3)ccc2O[C@@H]1CN(C)C(=O)Nc1cccc2ccccc12 | -2
COc1ccc(C(=O)O[C@H]2CC(C)=CCC3(C)CC[C@@](O)(C(C)C)[C@H]23)cc1 (stereo partly specified) | -2
CC(C)NC(=O)Nc1ccc2c(c1)CC(=O)N([C@H](C)CO)C[C@@H](C)[C@H](CN(C)Cc1ccc(C(=O)O)cc1)O2 | -3
Cc1ccc(S(=O)(=O)Nc2ccc3c(c2)C(=O)N([C@@H](C)CO)C[C@@H](C)[C@H](CN(C)C(=O)NC(C)C)OCCCC[C@@H](C)O3)cc1 | -3
C[C@@H]1CCCCO[C@H](CN(C)Cc2ccc(C(=O)O)cc2)[C@H](C)CN([C@@H](C)CO)C(=O)c2cc(NC(=O)CCCN(C)C)ccc2O1 | 2
C[C@@H]1CN([C@@H](C)CO)C(=O)c2cccc(NS(C)(=O)=O)c2O[C@H]1CN(C)Cc1ccc(Cl)c(Cl)c1 | 1
COc1ccc(S(=O)(=O)N(C)C[C@@H]2Oc3ncc(C#Cc4cccc(F)c4)cc3C(=O)N([C@H](C)CO)C[C@@H]2C)cc1 | -5
CC(C)=CCn1cnc(=N)c2[nH]cnc21 | 0
C=CCOc1ccccc1/C=N/NC(=O)CCCCCCC(=O)Nc1ccccc1O | -2
C[C@@H]1CN([C@@H](C)CO)C(=O)c2cc(NC(=O)Nc3ccccc3)ccc2O[C@@H]1CN(C)C(=O)Nc1cccc2ccccc12 | -4
COc1ccc(S(=O)(=O)N(C)C[C@H]2Oc3ncc(/C=C/c4ccccc4)cc3C(=O)N([C@@H](C)CO)C[C@H]2C)cc1 | -2
C[C@@H]1CN([C@@H](C)CO)C(=O)c2cc(C3=CCCC3)cnc2O[C@H]1CN(C)C(=O)C1CCCCC1 | -6
C[C@@H]1CN([C@H](C)CO)C(=O)c2cccc(NC(=O)Nc3ccc(C(F)(F)F)cc3)c2O[C@H]1CN(C)Cc1ccncc1 | -4
C[C@@H]1CN([C@H](C)CO)C(=O)Cc2cc(NC(=O)Nc3cccc4ccccc34)ccc2O[C@H]1CN(C)C | -4
Cc1noc(C)c1NC(=O)Nc1ccc2c(c1)C(=O)N([C@H](C)CO)C[C@@H](C)[C@H](CN(C)C(=O)Nc1ccc(C(F)(F)F)cc1)OCCCC[C@@H](C)O2 | -6
C[C@@H]1CCCCO[C@H](CN(C)C(=O)c2ccccc2)[C@H](C)CN([C@@H](C)CO)C(=O)c2cc(NS(C)(=O)=O)ccc2O1 | -4
CNC[C@H]1Oc2ncc(C#CCC3CCCC3)cc2C(=O)N([C@H](C)CO)C[C@H]1C | -2
C[C@H]1CCCCO[C@H](CN(C)S(=O)(=O)c2ccc(Cl)cc2)[C@@H](C)CN([C@@H](C)CO)C(=O)c2cc(NC(=O)Nc3ccc(C(F)(F)F)cc3)ccc2O1 | -2
C[C@@H]1CN([C@@H](C)CO)S(=O)(=O)c2ccc(-c3cccc(C(=O)N(C)C)c3)cc2O[C@H]1CN(C)Cc1ccc2c(c1)OCO2 | 3
CCC(=O)N(C)C[C@H]1Oc2cc(C#CCOC)ccc2S(=O)(=O)N([C@H](C)CO)C[C@@H]1C | 0
COCC#Cc1cnc2c(c1)C(=O)N([C@@H](C)CO)C[C@H](C)[C@H](CN(C)C(=O)Nc1cccc(F)c1)O2 | 4
CNC[C@@H]1OCCCC[C@@H](C)Oc2ccc(NC(=O)c3ccccc3)cc2C(=O)N([C@H](C)CO)C[C@H]1C | 0

Next part.
Structure | NSD2 inh
C[C@@H]1CN([C@H](C)CO)C(=O)c2ccccc2-c2ccccc2CO[C@@H]1CN(C)C(=O)Nc1ccc(F)cc1 | -1
COCC#Cc1ccc2c(c1)O[C@H](CN(C)C(=O)c1ccccc1)[C@H](C)CN([C@@H](C)CO)S2(=O)=O | -3
C[C@@H]1CCCCO[C@H](CN(C)Cc2ccc(Cl)c(Cl)c2)[C@H](C)CN([C@@H](C)CO)C(=O)c2cc(NC(=O)NC3CCCCC3)ccc2O1 | 0
C[C@@H]1CCCCO[C@H](CN(C)C)[C@H](C)CN([C@H](C)CO)C(=O)c2cc(NC(=O)C3CCCCC3)ccc2O1 | 3
C[C@@H]1CN([C@@H](C)CO)C(=O)Cc2cc(NS(=O)(=O)c3ccc(Cl)cc3)ccc2O[C@H]1CN(C)Cc1ccc(Oc2ccccc2)cc1 | -8
C[C@@H]1CN([C@H](C)CO)C(=O)CCCn2nncc2CO[C@@H]1CN(C)C(=O)Nc1ccccc1C(F)(F)F | 10
COc1ccccc1CN(C)C[C@H]1OCc2cnnn2CCCC(=O)N([C@H](C)CO)C[C@H]1C | 2
COc1ccc(CNC(=O)C[C@H]2C=C[C@H](NC(=O)c3ccc4c(c3)OCO4)[C@@H](CO)O2)cc1 | 0
C[C@@H]1CCCCO[C@H](CN(C)C(=O)c2ccccc2)[C@H](C)CN([C@@H](C)CO)C(=O)c2cc(NC(=O)c3ccccc3)ccc2O1 | 0
C[C@H]1CN([C@@H](C)CO)C(=O)Cc2cc(NC(=O)CCN3CCOCC3)ccc2O[C@H]1CN(C)C(=O)Nc1cccc2ccccc12 | -11
Cc1noc(C)c1S(=O)(=O)Nc1ccc2c(c1)C(=O)N([C@H](C)CO)C[C@H](C)[C@H](CN(C)C(=O)Nc1ccccc1)O2 | -2
C[C@H](CO)N1C[C@H](C)[C@H](CN(C)S(=O)(=O)c2cn(C)cn2)Oc2ccc(NS(=O)(=O)c3cccs3)cc2C1=O | 20
C[C@H]1CN([C@@H](C)CO)C(=O)Cc2cc(NS(=O)(=O)c3ccc(Cl)cc3)ccc2O[C@H]1CN(C)CC1CC1 | 11
C[C@H](CO)N1C[C@H](C)[C@H](CN(C)Cc2ccc(-c3ccccc3)cc2)Oc2ccc(NC(=O)CCC(F)(F)F)cc2CC1=O | -11
COc1ccc(S(=O)(=O)Nc2cccc3c2O[C@@H](CN(C)C)[C@@H](C)CN([C@H](C)CO)C3=O)cc1 | -2
C[C@H]1CN([C@@H](C)CO)C(=O)c2cccc(NS(=O)(=O)c3ccc(Cl)cc3)c2O[C@H]1CN(C)C | -2
C[C@@H]1CN([C@H](C)CO)C(=O)CCCn2cc(nn2)CO[C@@H]1CN(C)C(=O)NC1CCCC1 | -1
CCCC#Cc1ccc2c(c1)O[C@@H](CN(C)S(=O)(=O)c1cccc(F)c1)[C@H](C)CN([C@@H](C)CO)S2(=O)=O | -2
C[C@H](CO)N1C[C@H](C)[C@H](CN(C)S(=O)(=O)c2ccccc2)OCCCC[C@H](C)Oc2ccc(NC(=O)CCC(F)(F)F)cc2C1=O | -3
CNC[C@H]1Oc2ccc(NC(=O)Cn3cnnn3)cc2CC(=O)N([C@@H](C)CO)C[C@@H]1C | 3
O=C(O)CCCCCCC(=O)N=NC=C1C=CN(O)C=C1 | 1
Cc1ccc(S(=O)(=O)Nc2ccc3c(c2)C(=O)N([C@@H](C)CO)C[C@H](C)[C@H](CN(C)S(=O)(=O)c2ccc(F)cc2)OCCCC[C@@H](C)O3)cc1 | -4
COc1ccc([C@@H]2CC(=O)c3c(O)cc(O[C@@H]4O[C@H](CO[C@@H]5O[C@@H](C)[C@H](O)[C@@H](O)[C@H]5O)[C@@H](O)[C@H](O)[C@H]4O)cc3O2)cc1O | 21
Cc1noc(C)c1C(=O)NCc1ccco1 | -1
CNC[C@H]1Oc2ccc(NC(=O)Nc3ccc(F)cc3)cc2C(=O)N([C@@H](C)CO)C[C@@H]1C | 2
CNC[C@H]1Oc2c(NS(=O)(=O)c3c(C)noc3C)cccc2C(=O)N([C@@H](C)CO)C[C@H]1C | 2
C[C@H](CO)N1C[C@H](C)[C@@H](CN(C)C(=O)Nc2ccc(C(F)(F)F)cc2)Oc2c(NC(=O)Nc3ccc(C(F)(F)F)cc3)cccc2C1=O | -9
CNC[C@H]1Oc2c(NC(=O)Nc3ccc(C(F)(F)F)cc3)cccc2C(=O)N([C@@H](C)CO)C[C@@H]1C | 1
Cc1ccc(S(=O)(=O)Nc2ccc3c(c2)C(=O)N([C@@H](C)CO)C[C@H](C)[C@H](CN(C)Cc2ccc(C(=O)Nc4ccccc4N)cc2)O3)cc1 | -2
COc1ccc(C#Cc2cnc3c(c2)C(=O)N([C@H](C)CO)C[C@@H](C)[C@H](CN(C)C(=O)CC2CC2)O3)cc1 | 1

Gathered by group: those above containing a COOH group
Structure | NSD2 inh
CC(C)NC(=O)Nc1ccc2c(c1)CC(=O)N([C@H](C)CO)C[C@@H](C)[C@H](CN(C)Cc1ccc(C(=O)O)cc1)O2 | -3
C[C@@H]1CCCCO[C@H](CN(C)Cc2ccc(C(=O)O)cc2)[C@H](C)CN([C@@H](C)CO)C(=O)c2cc(NC(=O)CCCN(C)C)ccc2O1 | 2
O=C(O)CCCCCCC(=O)N=NC=C1C=CN(O)C=C1 | 1

Three compounds from above, arranged by their value in NSD2 inh, descending:
structure	NSD2 inh
COc1ccc([C@@H]2CC(=O)c3c(O)cc(O[C@@H]4O[C@H](CO[C@@H]5O[C@@H](C)[C@H](O)[C@@H](O)[C@H]5O)[C@@H](O)[C@H](O)[C@H]4O)cc3O2)cc1O	21
CCC(=O)N(C)C[C@H]1Oc2cc(C#CCOC)ccc2S(=O)(=O)N([C@H](C)CO)C[C@@H]1C	0
COc1ccc(S(=O)(=O)N(C)C[C@@H]2Oc3ncc(C#Cc4cccc(F)c4)cc3C(=O)N([C@H](C)CO)C[C@@H]2C)cc1	-5

Continuation:
Structure | NSD2 inh
CCCC#Cc1ccc2c(c1)O[C@@H](CN(C)C(=O)c1ccncc1)[C@@H](C)CN([C@@H](C)CO)S2(=O)=O | -4
C[C@H](CO)N1C[C@H](C)[C@@H](CN(C)C(=O)C2CC2)Oc2cc(/C=C/c3ccccc3)ccc2S1(=O)=O | 1
CC(C)NC(=O)Nc1ccc2c(c1)C(=O)N([C@H](C)CO)C[C@@H](C)[C@H](CN(C)CC1CC1)OCCCC[C@@H](C)O2 | 1
COc1ccc(S(=O)(=O)N(C)C[C@H]2OCCCC[C@@H](C)Oc3ccc(NC(=O)Nc4ccc5c(c4)OCO5)cc3C(=O)N([C@H](C)CO)C[C@@H]2C)cc1 | -2
Cc1ccc(S(=O)(=O)N(c2cccc(N=[N+]=[N-])c2)S(=O)(=O)c2ccc(C)cc2)cc1 | -3
C[C@H]1CN([C@@H](C)CO)C(=O)c2cccc(NC(=O)NC3CCCCC3)c2O[C@H]1CN(C)C(=O)Nc1ccc2c(c1)OCO2 | -2
CO[C@@H](C(=O)N(C)C[C@@H]1OCc2ccccc2-c2c(n(C)c3ccccc23)C(=O)N([C@H](C)CO)C[C@@H]1C)c1ccccc1 | -4
C[C@@H](NC(=O)C[C@H]1C[C@H]2c3cc(NC(=O)NC4CCCC4)ccc3O[C@H]2[C@H](CO)O1)c1ccccc1 | 5
CN(C)CC(=O)Nc1ccc2c(c1)[C@H]1C[C@H](CC(=O)NCc3ccccc3F)O[C@H](CO)[C@H]1O2 | 1
CC(C)CC#Cc1cnc2c(c1)C(=O)N([C@H](C)CO)C[C@@H](C)[C@H](CN(C)S(=O)(=O)c1cccs1)O2 | -1
COc1ccc(S(=O)(=O)Nc2ccc3c(c2)C(=O)N([C@@H](C)CO)C[C@@H](C)[C@H](CN(C)S(=O)(=O)c2ccc(Cl)cc2)OCCCC[C@H](C)O3)cc1 | 4
COc1ccc(CN(C)C[C@@H]2Oc3ccc(NS(=O)(=O)c4ccc(C)cc4)cc3CC(=O)N([C@@H](C)CO)C[C@@H]2C)cc1 | -3
C[C@@H]1CN([C@H](C)CO)C(=O)Cc2cc(NC(=O)Cn3cnnn3)ccc2O[C@@H]1CN(C)Cc1ccc(C(=O)Nc2ccccc2N)cc1 | -5
COc1ccc(S(=O)(=O)Nc2ccc3c(c2)[C@@H]2C[C@H](CC(=O)O)O[C@@H](CO)[C@@H]2O3)cc1 | 2
COc1ccc(S(=O)(=O)Nc2cccc3c2O[C@H](CN(C)Cc2ccc(C(=O)O)cc2)[C@H](C)CN([C@@H](C)CO)C3=O)cc1 | 8
C[C@@H]1CN([C@@H](C)CO)C(=O)Cc2cc(NC(=O)Nc3cccc4ccccc34)ccc2O[C@H]1CN(C)Cc1ccccc1 | 4
C[C@H](CO)N1C[C@H](C)[C@H](CN(C)C(=O)c2cnccn2)Oc2cc(C3=CCCC3)ccc2S1(=O)=O | -4
O=C(Cc1ccncc1)Nc1ccc2c(c1)[C@@H]1C[C@H](CC(=O)N3CCOCC3)O[C@@H](CO)[C@@H]1O2 | 3
Cc1noc(C)c1NC(=O)Nc1ccc2c(c1)CC(=O)N([C@@H](C)CO)C[C@@H](C)[C@H](CN(C)CC1CCCCC1)O2 | -9
